SIRT5 block: sirtuin-5 (human) deacylase inhibition; Purified SirT5, succinyl-peptide AMC, trypsin-coupled fluorescence; inhibition, % at 15 µM; 330,000 tested, 1.1% active; in the data active = inhibition above about 15%; inconclusive = no clear call, values can overlap the other calls
Target sequence (Q9NXA8 whole entry, looked up): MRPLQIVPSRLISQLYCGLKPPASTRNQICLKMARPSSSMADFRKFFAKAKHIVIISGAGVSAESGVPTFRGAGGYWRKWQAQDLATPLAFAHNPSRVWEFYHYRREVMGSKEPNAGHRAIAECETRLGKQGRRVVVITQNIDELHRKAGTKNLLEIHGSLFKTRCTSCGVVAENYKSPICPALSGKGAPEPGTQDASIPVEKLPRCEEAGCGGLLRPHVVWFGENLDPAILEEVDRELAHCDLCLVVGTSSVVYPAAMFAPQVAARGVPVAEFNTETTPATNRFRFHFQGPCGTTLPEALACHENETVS
esBAF inh: blocks esBAF chromatin remodeling in mouse ES cells; Bmi1-luciferase knock-in reporter, 24 h; 100% = twice the neutral-well signal; reporter increase, % at 12.5 µM; 350,000 tested, 2% active; AID 602393; in the data active = activation above about 40%; inconclusive = no clear call, values can overlap the other calls;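 also: 0% = median of the plate's neutral control wells and 100% = double that signal; a rise in the Bmi1 reporter signal indicates esBAF inhibition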
ARNT TACC3 PPI: ARNT/TACC3 interaction disruption | Q9Y6A5 | AlphaScreen His-ARNT PAS-B/GST-TACC3 binding, luminescence; TACC3 fragment carries E629A point mutation | inhibition, % at 9.99 µM | 390,000 tested, 0.66% active;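 active = mean inhibition of replicates at least 50% and at least half of replicates each reaching 50%; inconclusive = half or more replicates reach 50% but mean below 50%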;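 also: 0% = complete ARNT plus TACC3 wells and 100% = ARNT alone without TACC3; many hits fall short of the cut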
miR-122 sensor: blocks miR-122 activity in Huh7 sensor cells; Huh7 miR-122 Renilla luciferase sensor, 48 h; neutral wells = 0, positive control = 100; activation (reporter increase), % at 12.5 µM; 340,000 tested, 0.3% active; AID 602342;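 active = mean replicate activation score at least 90 and every replicate individually at or above 90; inconclusive = only one of the two criteria met; inactive = neither criterion met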;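 also: higher luciferase means less miR-122 activity so hits act as miR-122 inhibitors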
ERp5 block: inhibitors of human ERp5 | Q15084 | ERp5 insulin aggregation, absorbance 650 nm, 90 min | inhibition, % at 9.99 µM | 350,000 tested, 0.05% active | AID 651711;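 active = mean replicate inhibition above about 25%, with every replicate also reaching it, limit read from the data, passing the limit was not always enough; inconclusive = only one of those two criteria met; inactive = neither criterion met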
Target sequence (Q15084 whole entry, looked up): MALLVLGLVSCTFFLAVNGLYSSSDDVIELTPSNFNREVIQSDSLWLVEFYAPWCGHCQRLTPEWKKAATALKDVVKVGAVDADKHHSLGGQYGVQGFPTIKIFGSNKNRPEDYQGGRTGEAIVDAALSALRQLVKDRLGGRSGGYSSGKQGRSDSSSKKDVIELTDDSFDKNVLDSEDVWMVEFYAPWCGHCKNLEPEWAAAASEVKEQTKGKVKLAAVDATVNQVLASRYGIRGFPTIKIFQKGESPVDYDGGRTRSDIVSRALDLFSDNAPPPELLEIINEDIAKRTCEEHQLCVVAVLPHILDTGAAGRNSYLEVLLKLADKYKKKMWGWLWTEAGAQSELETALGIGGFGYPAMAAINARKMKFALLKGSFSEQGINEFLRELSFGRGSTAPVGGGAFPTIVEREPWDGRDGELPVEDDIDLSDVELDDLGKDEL
Statin myotox sup: protects C2C12 myotubes from simvastatin toxicity; ATP luminescence, 48 h; scaled: DMSO 0, geranylgeraniol control 100; rescue of ATP level, % at 7.49 µM; 330,000 tested, 0.78% active;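 active = mean ATP rescue above about 67%, or every replicate alone reaching that limit, limit read from the data, passing the limit was not always enough; inconclusive = no clear call, values can overlap the other calls; inactive = mean under the limit and some replicate under it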;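 also: myotubes were challenged with 10 µM simvastatin during compound exposure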
Cneo AK release: causes C. neoformans cell lysis | 360,000 tested, 0.2% active | AID 651654 | lysis activity, % at 15 µM | adenylate kinase release luminescence, 4 h; normalised: neutral wells 0, clomiphene wells 100;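 active = mean lysis activity across replicates of at least 80%, whatever share of replicates individually reach that level; inactive = mean lysis activity below 80%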
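Assay system: log-phase C. neoformans yeast / Quantity: yeast cell density of 5 × 10^6 cells/mL / Medium: fresh YPD growth medium / Compound: single dose / Timing: static 4 h at 37 °C with compound, 1 h detection / Measured by: adenylate kinase release luminescence / Read-out: lysis from increased AK signal / Benchmarks: Clomiphene as positive lysis control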
Starred values were filed as active, the others as inactive; ? = inconclusive; . = no result given; & = joins results of further samples; [ ] = dose if it differs, or a comment.

SMILES	SIRT5 block	esBAF inh	ARNT TACC3 PPI	miR-122 sensor	ERp5 block	Statin myotox sup	Cneo AK release
Cc1ccc(C(=O)Nc2ccccc2Oc2ccccc2)cc1[N+](=O)[O-]	.	9.8	.	3.6	.	-27.6	-3.0
O=C(C[C@H]1CC[C@H]2[C@@H](COC[C@@H](O)CN2S(=O)(=O)c2ccccc2)O1)NCCN1CCCCC1	-1.8	4.8	-0.8	2.9[16.7 µM]	-1.5	-24.3	-1.4
O=C(NCc1ccccc1C(F)(F)F)c1cccc2c1C(=O)c1ccc(N3CCOCC3)cc1S2(=O)=O	2.4	8.6	-0.6	15.7	-2.9	-61.4	-6.5
O=C(CSc1nc(-c2ccc(F)cc2)nc2ccc(F)cc12)Nc1cccc(C(=O)O)c1	6.2	.	-1.3	.	-0.4	.	.
Cc1ccc(C(=O)N2CCCC(c3ccc(Cl)cc3)=N2)cc1	-4.1	-0.3	0.6	4.5	-3.8	8.0	.
CCOc1cc(-c2cc(-c3ccc(C)cc3)nc(N)c2C#N)ccc1O	.	-5.1	1.0	26.3	.	-1.4	-0.7
Cc1cc(C(=O)OCC(=O)N(C)c2c(N)n(Cc3ccccc3)c(=O)[nH]c2=O)c(C)n1-c1ccccc1	0.6	8.3	14.7	-3.8	0.5	4.1	0.2
CC(C)(C)C(=O)N1CCN(c2nc3ccc(Cl)cc3s2)CC1	-2.3	?	-4.9	-9.0	-3.1	19.7	2.2
C[C@@H]1CCCCO[C@@H](CN(C)Cc2ccc(C(=O)O)cc2)[C@@H](C)CN([C@H](C)CO)C(=O)c2cc(NS(=O)(=O)c3cccs3)ccc2O1	-4.9	-0.3	-9.1	8.6[16.7 µM]	-7.9	.	3.0
CCOc1ccc(C(=O)CN2C(=O)NC3(CCCCCC3)C2=O)cc1	-0.5	7.3	1.3	6.3	6.5	-38.1	4.3
COc1ccc(C(O)c2ncc(-c3ccccc3F)[nH]2)cc1 (stereo not drawn)	0.4	17.4	.	89.4	5.0	-0.3	-2.1
O=C(O)CCCC(=O)NNC(=O)c1cccc(Br)c1	-2.5	2.6	-5.9	-2.7	0.0	4.2	-2.5
O=C(CN1CCN(C(=O)c2cccc(S(=O)(=O)N3CCCC3)c2)CC1)Nc1ccc(F)cc1	-3.6	-0.6	-0.1	-5.1	-0.7	-4.1	2.5
CC(C)(C)NC(=O)COC(=O)c1ccccc1NC(=O)c1ccco1	2.5	.	0.5	7.8	5.6	.	.
CCc1cc2ccc(OC)cc2nc1SCC(=O)Nc1cc(C)on1	.	-6.7	-20.1	2.0	.	.	-2.0
CCOC(=O)c1cccc(OCC(O)CNCCOc2ccccc2F)c1 (stereo not drawn)	-10.1	2.6	-0.6	-2.9	2.3	-2.2	-3.5
O=c1[nH]c(C(Cl)Cl)nc2sc3c(c12)CCN(Cc1ccccc1)C3	-5.5	.	-0.1	.	21.5	.	.
CCOC(=O)c1ccc2c(c1)N(CC#N)C(=O)C(C)(C)O2	0.2	2.7	-40.3	-21.5	-10.4	-5.8	-0.2
COc1ccc(Nc2cc(C)nc3ncnn23)cc1Cl	-1.3	-5.1	14.0	.	-4.2	13.0	-0.1
O=C(OCC(=O)N1CCOCC1)c1ccc[nH]c1=O	.	3.1	-1.4	-8.3	.	.	4.2
COc1ccccc1S(=O)(=O)N1CC[C@@H]2[C@H]1c1cc(-c3ccccc3F)ccc1N[C@@H]2CO	2.6	-3.3	-12.8	-2.4[16.7 µM]	2.4	-19.8	-15.2
COCC(=O)Nc1ccc2c(c1)OC[C@H](C)N(C(=O)COC)C[C@H](C)[C@H](OC)CN(C)C2=O	.	2.1	-14.7	.	-2.6	5.8	-2.7
O=C(Cn1nnc(-c2cccc(C(F)(F)F)c2)n1)NC1CCCC1	-1.7	2.2	-0.2	.	1.0	4.6	0.6
O=C(NC(=O)c1ccccc1)OCC(F)(F)F	.	-1.0	4.4	-6.5	.	0.4	0.7
Cc1cc(C)c(C)c(S(=O)(=O)Nc2ccccc2C(=O)O)c1C	-4.2	-5.0	-2.7	2.0	2.2	23.7	-1.4
CS(=O)(=O)N(CC(=O)Nc1c(F)cccc1F)c1ccc(C23CC4CC(CC(C4)C2)C3)cc1	.	0.4	-13.0	0.6	.	1.9	-5.7
COc1ccccc1CNC(=O)C1CC(c2c(Cl)cccc2Cl)=NO1 (stereo not drawn)	-2.6	2.5	1.1	3.2	-9.9	-3.3	-0.6
CN(C)CCNc1oc(-c2ccccc2F)nc1C#N	.	-9.4	-1.3	6.8	5.5	13.5	0.8
O=C(C[C@H]1C[C@@H]2c3cc(NC(=O)Nc4ccccc4F)ccc3O[C@@H]2[C@@H](CO)O1)NCC1CC1	0.4	3.8	6.2	-1.1[16.7 µM]	-0.9	4.3	-1.0
CCOc1ccc(NS(=O)(=O)c2ccc(OC)c(NC(=O)c3ccc4c(c3)OCCO4)c2)cc1	.	13.6	0.1	60.4	.	1.2	-0.3

Another view of two compounds above:
CCOc1cc(-c2cc(-c3ccc(C)cc3)nc(N)c2C#N)ccc1O
  SIRT5 block: .; esBAF inh: -5.1; ARNT TACC3 PPI: 1.0; miR-122 sensor: 26.3; ERp5 block: .; Statin myotox sup: -1.4; Cneo AK release: -0.7

CC(C)(C)NC(=O)COC(=O)c1ccccc1NC(=O)c1ccco1
  SIRT5 block: 2.5; esBAF inh: .; ARNT TACC3 PPI: 0.5; miR-122 sensor: 7.8; ERp5 block: 5.6; Statin myotox sup: .; Cneo AK release: .

Next section
SMILES	SIRT5 block	esBAF inh	ARNT TACC3 PPI	miR-122 sensor	ERp5 block	Statin myotox sup	Cneo AK release
C[C@H](CO)N1C[C@H](C)[C@@H](CN(C)C(=O)Cc2ccccc2)OCc2cn(nn2)CCCC1=O	-1.7&-1.2	-2.5	-3.1	2.8[16.7 µM]	-7.7&8.3	4.4	-2.5
Cc1ccc(Cl)cc1NC(=S)N(Cc1cccnc1)Cc1ccccc1Cl	0.4	-7.0	1.1	-0.4	-7.2	-1.2	23.6
NCCCCCC(=O)Nc1ccncc1	-4.4	.	-5.4	.	3.0	.	.
COc1cc(CCNC(=O)CCCn2c(=O)c3cccn3c3cccnc32)cc(OC)c1OC	-3.1	2.9	5.1	-2.0	.	-15.9	1.9
COCC1CCN(C(=O)c2cc(COc3ccccc3SC)on2)C1 (stereo not drawn)	-1.0	4.8	-6.7	.	-1.1	-7.9	0.9
O=C(C1CC1)N1C[C@@H]2[C@H](c3ccccc31)[C@H](CO)N2S(=O)(=O)c1ccccc1	.	0.6	-11.2	20.0[16.7 µM]	.	1.5	1.0
COc1cc(/C=C/CO)cc(OC)c1OC/C=C(\C)CCC=C(C)C	-0.5	11.2	5.9	5.8	-5.0	-1.5	-4.8
O=C(C[C@@H]1C[C@H]2c3cc(NC(=O)c4cccnc4)ccc3O[C@H]2[C@@H](CO)O1)NCc1ccncc1	3.8	-0.9	-7.5	2.1[16.7 µM]	-3.0	4.9	50.2
CCOC(=O)Cc1csc(NC(=O)Cn2cnc3c2c(=O)n(C)c(=O)n3C)n1	25.3*	0.6	-1.7	.	1.6	0.9	.
CCOc1cc(C2Nc3ccccc3C(=O)N2c2ccccc2OC)ccc1O (stereo not drawn)	.	-3.5	-3.7	9.1	.	5.9	22.1
CCCCN1C(=O)C(O)(CC(=O)c2c(C)n[nH]c2C)c2cc(Br)ccc21 (stereo not drawn)	-1.1	0.1	-0.4	12.6	-7.3	30.4	.
CCN(CC)S(=O)(=O)N1CCC(C(=O)NCCC2=CCCCC2)CC1	-2.1	4.6	4.9	-4.9	1.4	-10.7	41.5
CCCCCNCC(=O)Nc1cccc(C(=O)Nc2cccc(C(F)(F)F)c2)c1	-1.4	-0.8	-2.4	-0.4	2.2	-18.1	.
Cc1ccc(C2(C)NC(=O)N(CC(=O)N3CCN(S(=O)(=O)c4cccc(F)c4)CC3)C2=O)cc1 (stereo not drawn)	-2.8	.	2.3	.	4.5	.	0.5
CCOC(=O)N1CC=C2C(C#N)=C(N)C(C#N)(C#N)[C@H](c3cccs3)[C@H]2C1	7.8	.	-2.8	8.4	-1.2	.	-2.4
Cc1cc(C)cc(NC(=O)N2CCCN(c3ncccc3[N+](=O)[O-])CC2)c1	-4.0	-1.7	1.8	-3.9	7.8	5.8	-2.1
CCN(CC)S(=O)(=O)c1ccc(C(=O)NCc2ccc3c(c2)OCO3)cc1	-4.5	.	-0.7	-2.9	8.0	.	.
Cn1cnc(S(=O)(=O)N2CC[C@H]3[C@H](CO)Nc4ccc(-c5cccc(F)c5)cc4[C@H]32)c1	-2.9	8.1	-0.3	-9.2[16.7 µM]	-0.4	-47.7	-8.1
Cc1cc(=O)n2[nH]c(SCc3c(F)cccc3Cl)nc2n1	-2.5	.	-8.2	-0.5	.	.	0.9
O=C(C[C@H]1C/C=C\CC[C@@H](Cc2ccc(F)cc2)C(=O)O[C@@H](c2ccccc2)CNC1=O)N[C@H](CO)Cc1ccccc1	.	2.3	0.1	-4.1	4.3	-4.7	-8.6
CCOC(=O)C1=CCN(S(=O)(=O)c2ccc(Cl)cc2)C1c1ccccc1 (stereo not drawn)	0.0	-3.5	.	6.3	0.2	-3.4	4.4
COc1cccc(/C=C2\SC(=S)N(CCCC(=O)Nc3cccc(C(=O)O)c3)C2=O)c1	.	-3.9	.	-15.6	.	11.0	-0.2
CCN(CC)C(=O)C1=C(C)N(CCCN2CCCC2=O)C(=O)C(CC(=O)NCc2ccco2)C1 (stereo not drawn)	-1.6	1.7	.	8.7	3.9	13.2	-0.7
CCc1nc(SCc2cccnc2)[nH]c(=O)c1C	.	-4.2	-12.1	6.3	.	-0.1	-1.2
NCCc1nc(-c2ccccc2)cs1	0.4	9.9	2.9	4.1	1.3	6.3	-0.5
Cc1cc(C)nc(NC(=NCc2ccc3c(c2)OCO3)NC(=O)Nc2ccccc2)n1	.	-2.8	-5.9	-4.5	.	-13.7	1.0
Cc1ccc(N2C(=O)C(c3c(C)[nH]n(-c4ccccc4)c3=O)(C(F)(F)F)C3=C2CC(C)(C)CC3=O)cc1 (stereo not drawn)	.	-3.5	2.2	-5.7	.	46.2	.
COc1ccc(-n2c(C)nnc2SCC(=O)N2CCOCC2)cc1	-7.2	-1.6	-29.4	.	0.0	1.7	0.0
CCc1nc2ccc(C(=O)NCCc3ccccn3)cn2c1N(C)CCC(C)C	1.0	1.1	.	2.7	-3.5	-0.2	-1.0
O=C(CNS(=O)(=O)c1ccc(Cl)cc1)N/N=C/c1ccco1	-0.4	0.1	-3.4	-3.6	-1.5	-0.3	1.3
CC1=CC(=C(C#N)c2nc3ccccc3s2)C=C(C)N1c1ccc(F)cc1	6.9	.	-5.0	-1.3	-13.3	.	-4.5
Cc1noc(C)c1NC(=O)NCC[C@@H]1CC[C@H](NC(=O)c2ccc(F)cc2)[C@H](CO)O1	-1.0	-2.1	-0.4	.	3.3	-0.4	0.5
O=C(C[C@H]1C[C@H]2c3cc(NC(=O)C4CCC4)ccc3O[C@H]2[C@@H](CO)O1)NCc1ccncc1	-3.8	-3.6	-0.5	-2.0[16.7 µM]	-3.5	-5.1	-2.2
CCOc1cc(C(=O)OC(C)C(=O)Nc2ccccc2OC)ccc1OCC(=O)N1CCOCC1 (stereo not drawn)	-1.6	-1.9	-10.6	1.1	-1.8	-4.9	0.0
Cn1nnc(NC(=O)c2ccc3ccccc3c2)n1	.	6.4	-3.7	-1.7	.	-13.1	0.4
COc1ccc(S(=O)(=O)NNC(=O)C23CC4CC(CC(C4)C2)C3)cc1[N+](=O)[O-]	-2.9	-1.3	-4.4	.	3.3	-16.7	.
O=C(Nc1ccc(Cl)c(Cl)c1)N[C@H]1CC[C@H](CCNC(=O)c2ccc(F)cc2)O[C@@H]1CO	1.0	-3.1	-2.2	1.0[16.7 µM]	1.9	-6.9	-11.5
O=C(CCCC(=O)NCc1ccc(F)cc1)NCc1ccc(F)cc1	0.2	-5.9	4.8	-0.3	1.7	-8.6	.

Source: PubChem (Broad Institute)
